D3 antag: antagonists of human D3 dopamine receptor | P35462 | D3R cells, DiscoveRx beta-arrestin luminescence, antagonist mode; hits give low values | max response, negative = inhibition, % | 360,000 compounds, 2.5% hits; in the data active = max response below about -50%; inconclusive = no clear call, values can overlap the other calls; note: % is set by controls: 0 for no effect and ±100 for the full control effect; mostly tested at two doses, the higher about 12 µM
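Cells expressing the human receptor were seeded at 1500 cells/well, incubated overnight at 37 degrees C in 5% CO2, then exposed to library compounds with dopamine controls for 90 minutes at 37 degrees C before luminescent detection.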
HEK293 tox: cytotoxic in the GLP-1 receptor inverse agonist counter-screen; HEK293 cAMP-luciferase reporter cells, luminescence, 24 h; Potency, µM (top dose mostly 38.3 µM), for inactives: at the top dose activity change, negative = inhibition, actives largely listed as inhibitors; 410,000 compounds, 0.13% hits; AID 624418;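 note: loss of luciferase light is scored as toxicity; potency is the fitted concentration of half-maximal effect; % is set by controls: 0 for no effect and ±100 for the full control effect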
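MLSMR compounds, 24 hr on cells at 37 deg C/5% CO2; luminescence after luciferase reagent (12 min RT). Inhibition counted as the undesired cytotoxic outcome.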
GLP-1R inv ag: inverse agonists of human GLP-1 receptor | Potency, µM (series often up to 38.3 µM), for inactives: at the top dose activity change, negative = inhibition, most hits filed as inhibitors | P43220 | AID 624417 | 410,000 compounds, 1.6% hits | HEK293 GLP-1R CRE-luciferase, luminescence, 24 h; GLP-1R form is constitutively active; note: potency is the fitted concentration of half-maximal effect; % is set by controls: 0 for no effect and ±100 for the full control effect; nearly all actives have a fitted effect of over 55% in size
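GLP-1R inverse agonism mode: basal reporter luminescence in engineered HEK293 cells measured after one day of compound exposure at 37 deg C, with a 12 min room-temperature detection step.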
PLK1 PBD block: inhibitors of human PLK1 polo-box domain binding; Plk1 PBD binding of FITC phosphopeptide, fluorescence polarization; Potency, µM, inactives show max response, negative = inhibition, actives largely listed as inhibitors; 360,000 compounds, 2.8% hits; note: potency is the fitted concentration of half-maximal effect; series mostly up to about 57 µM; % is set by controls: 0 for no effect and ±100 for the full control effect; nearly all actives have a fitted effect of over 65% in size
IL2 activator: activates IL-2 in a cell-based reporter assay; AID 652025; IL-2 activation reporter assay, cell-based qHTS; stimulated with anti-CD3/CD4/CD28 beads; in transgenic mouse T cells; 360,000 compounds, 0.065% hits; activation, % (series mostly up to about 46 µM); in the data active = activation above about 50%; inconclusive = mostly about 30% to 49%; note: 0% is about no effect
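Unstimulated transgenic mouse T cells, 750 per well, received compound and, after 60 minutes, anti-CD3/anti-CD4 bead plus anti-CD28 stimulation. EGFP and DsRed were quantified after 18 hours.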
GLP1R ag: activates the human GLP-1 receptor; P43220; HEK293 GLP-1R CRE-luciferase, luminescence, 4-6 h; cells express a hypersensitive GLP-1R form; Potency, µM (doses to about 45.6 µM), for the others: at the top dose activation, actives largely listed as activators; 380,000 compounds, 0.007% hits; note: potency is the fitted concentration of half-maximal effect; % of control where 0% means no effect
WRN helicase inh: inhibitors of human WRN helicase | Q14191 | WRN helicase unwinding, fluorescent forked duplex, kinetic | Potency, µM (titrated, usually from 114 µM), for inactives: at the highest dose activity change, negative = inhibition, actives largely listed as inhibitors | 360,000 compounds, 0.46% hits; note: potency is the fitted concentration of half-maximal effect; % is set by controls: 0 for no effect and ±100 for the full control effect; nearly all actives have a fitted effect of over 55% in size
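Kinetic red-fluorescence monitoring (525/598 nm) tracks WRN helicase activity after 100 nM fluorophore-quencher forked duplex and 2 mM ATP are added to 20 nM enzyme pretreated 15 min at room temperature with compound.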
D3 ag: agonists of human D3 dopamine receptor. P35462. D3R DiscoveRx beta-arrestin cells, luminescence, 90 min. max activation, %. 410,000 compounds, 0.58% hits. AID 652048; in the data active = max activation above about 30%; note: 0% is about no effect; mostly tested at two doses, the higher about 12 µM
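Agonist-mode cell screen: cells plated at 1500/well and incubated overnight at 37 °C, then exposed to library compounds for 90 min at 37 °C. Detection reagent was added for 30–60 min at room temperature, and luminescence was read.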
PI5P4Ka inh: blocks human PI5P4K alpha kinase activity. P48426. PI5P4Kalpha enzyme, ADP-Glo luminescence, 60 min; hits give low values. max response, %. 330,000 compounds, 1.2% hits; active = max response of -50% or lower; inconclusive = between -30% and -50%; inactive = -30% or higher; note: value at the top dose of about 77 µM; % is set by controls: 0 for no effect and ±100 for the full control effect
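Enzyme plus substrate dispensed, test compounds pinned in, then ATP (5 microM final) added. After 60 min at RT, ADP-Glo reagent 1 for 45 min and reagent 2 for 30 min preceded luminescence imaging.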
* marks the source's active call; other numbers are inactive results; ? = inconclusive; · = no result given; [ ] = dose if it differs, or a comment. Unless noted, calls come from the whole dose curve; as a rule, active = well fitted curve in the direction sought with a large enough effect; inconclusive = small, poorly fitted or top-dose-only effect, or another doubt; inactive = no such curve, though single readings can be large; an effect the other way counts as inactive or inconclusive. This is a random part of the collection; any-hit rate near 7.8%.

SMILES	D3 antag	HEK293 tox	GLP-1R inv ag	PLK1 PBD block	IL2 activator	GLP1R ag	WRN helicase inh	D3 ag	PI5P4Ka inh
CCOC(=O)c1ccc(NC(=S)NCCc2ccccc2)cc1	-6	-15%	?	-11%	-0.2	-17%	-14%	-13	8
COc1ccc(CNC(=O)N[C@@H](CC(C)C)C(=O)O)cc1OC	7	1%	18%	-2%	-1.3	4%	-3%	0	1
CCOC(=O)C1(C)CCN1C(=O)c1oc2ccccc2c1C (stereo not given)	-22	-8%	5%	-2%	-0.5	2%	2%	6	-5
CCC(C)NC(=O)CC(C)C (stereo not given)	9	-2%	6%	-3%	-0.2	-4%	2%	0	-3
CSc1ccc(CN2CCC(C)(Oc3ccccc3)C2)cc1 (stereo not given)	-97*	-5%	-6%	-2%	-0.5	-3%	-6%	-11	9
O=C(/C=C/c1c(F)cccc1Cl)Nc1nn[nH]n1	6	-19%	-4%	-5%	-0.7	-1%	-3%	4	-57*
Cc1onc(-c2c(F)cccc2Cl)c1C(=O)N1CCc2ccccc21	7	-22%	0%	-4%	-2.2	-14%	-10%	34*	·
CCN1CCN(c2ccc(S(=O)(=O)N3CCCCC3)cc2NC(=O)/C=C/c2ccc(OC(F)F)cc2)CC1	0	?	7.1µM*	0%	0.2	-1%	-5%	-10	5
Cn1c(C(=O)NCCCN2CCCCCC2)cc2c(=O)n(C)c3ccccc3c21	-7	-15%	55%[activator]	-17%	-3.2	0%	-26%	-8	4
COc1cccc([C@@H]2CC=C(C(=O)O)CN2S(=O)(=O)c2ccc(C)cc2)c1	0	-2%	11%	0%	0.5	-1%	3%	-12	-13
Cc1ccc2nc(SCC(=O)NCc3ccco3)nc(=O)n2c1	19	10%	25%	-10%	-3.8	15%	-5%	3	-1
O=C(O)c1cccc(Oc2ncnc3sc4c(c23)CCCC4)c1	3	-11%	3%	-4%	0.6	6%	-3%	5	?
Cc1[nH]nc2c1C(c1ccsc1)C(C#N)=C(N)O2 (stereo not given)	34	-9%	-11%	?	0.0	-13%	-9%	5	-60*
Cc1cccc(C(=O)NC(C)C(c2cccs2)N2CCOCC2)c1 (stereo not given)	31	-6%	13%	-5%	1.4	22%	12%	9	0
Cc1cc(C)cc(-n2c(SCC(=O)NCc3ccco3)nc3ccccc3c2=O)c1	16	-30%	14%	-1%	-0.6	-16%	0%	-5	1
CCOC(=O)Cn1cc(C#N)c2ccccc21	6	1%[0.307 µM]	6%[0.307 µM]	-13%	0.2	-4%	3%	-2	-9
COc1ccc(CNS(=O)(=O)c2cc(OCC(N)=O)c(C)cc2Cl)cc1	-2	-22%	?	-4%	-1.3	-8%	21%	0	0
COc1cc(NCCCCCCCN)c2ncccc2c1	-20	-11%	1%	-7%	0.0	1%	-13%	-3	14
CCC(C)(C)NC(=O)C(c1cccs1)N(C(=O)c1ccn[nH]1)c1cccc(OC)c1 (stereo not given)	3	2%	5%	-18%	-2.8	5%	-6%	4	-4
COc1cc(OC)c(C2C(C(=O)Nc3ccc(C)cc3C)=C(C)Nc3ncnn32)cc1OC (stereo not given)	35	7%	1%	-4%	-1.1	-7%	0%	2	·
Cc1cc(C(=O)CN2C(=O)NC3(CCCCC3)C2=O)c(C)n1Cc1ccco1	6	2%	0%	-10%	-1.5	12%	1%	-5	-11
O=C(c1ccc(N2CCCC2)c([N+](=O)[O-])c1)N1CCN(CCO)CC1	1	-15%	-1%	-14%	-5.1	-3%	6%[11.6 µM]	0	7
Cc1ccc(OCCN(C)C(=O)C2CCC(=O)N(CCCN3CCOCC3)C2)cc1 (stereo not given)	-17	-2%	-9%	-21%	-4.0	-1%	-3%	-4	1
CC1(C(=O)Nc2ccc3c(c2)OCCO3)CN(S(C)(=O)=O)CC(=O)N1Cc1cccs1 (stereo not given)	7	5%	8%	3%	-1.0	·	-3%	3	-2
COc1ccccc1N1CCN(CC(=O)Nc2ccc(C)c(F)c2)CC1	?	-4%	?	5%	-0.3	0%	-16%	-26	-3

(listing goes on)
SMILES	D3 antag	HEK293 tox	GLP-1R inv ag	PLK1 PBD block	IL2 activator	GLP1R ag	WRN helicase inh	D3 ag	PI5P4Ka inh
CCCC(=O)Nc1ccc(NC(=O)C23CC4CC(CC(C4)C2)C3)cn1	1	?	?	-3%	-0.3	-1%	-4%	-2	-1
Cc1noc(C)c1S(=O)(=O)N1CCCN(C(=O)/C=C/c2ccccc2F)CC1	22	-11%	8%	0%	2.7	3%	2%	2	2
COc1ccc(N(CC(=O)Nc2ccc(C)c(C)c2)C2=NC3CS(=O)(=O)CC3S2)cc1 (stereo not given)	7	-2%	4%	-1%	-0.7	6%	0%	3	-2
O=C(CCC1CCCC1)NNC(=O)COc1ccc(Br)cc1	6	3%	?	2%	1.1	-3%	2%	3	2
CCC(C)[C@H](NC(=O)N1CCC(C)CC1)C(=O)O (stereo not given in full)	7	3%	27%	-11%	-1.6	-1%	-3%	4	-9
COc1cccc(CNC(=O)C2CCN(S(=O)(=O)c3ccc(Br)s3)CC2)c1	-4	-3%	?	1%	0.1	21%	7%	12	0
N#CC(c1ccccc1)N(CCCCl)C(=O)c1ccc(Br)cc1 (stereo not given)	16	3%	?	2%	-3.0	-5%	-6%	3	4
CCNC(=O)C1(C)CCN(Cc2ccc(OC(F)(F)F)cc2)C1 (stereo not given)	2	9%	-4%	-3%	0.2	-6%	3%	-10	-1
O=C(Nc1cccc([N+](=O)[O-])c1)NN1CCCCCC1	-29	-9%	?	-6%	-0.6	16%	1%	-16	3
OCCN1CCN(c2ncnc3c2ncn3[C@H]2CN(Cc3cccnc3)C[C@@H](CO)O2)CC1	17	2%	5%	-1%	1.4	3%	1%	6	7
COc1ccccc1CN1CCNC(=O)C1CC(=O)NCc1c(C)n[nH]c1C (stereo not given)	-6	2%	4%	?	-0.4	0%	-27%	4	-9
CCOC(=O)N1CCN(C(=O)c2cccn3c(=O)c4c5c(sc4nc23)CCCC5)CC1	17	37%[activator]	2%	-13%	-0.1	-7%	5%	3	-2
CCCCn1c(N)c(N(CCOC)C(=O)c2ccco2)c(=O)[nH]c1=O	-10	-1%	9%	-4%	-3.5	-6%	-8%	-14	4
COc1ccc(Cl)cc1S(=O)(=O)N1CCCC(C(=O)NCCc2ccccc2)C1 (stereo not given)	-9	-2%	?	-2%	-5.5	-8%	-20%	-4	-4
COc1ccccc1NS(=O)(=O)c1cccc(C(=O)N/N=C(\C)c2cccnc2)c1	-7	0%	-6%	-6%	0.2	1%	-2%	-4	-6
COc1ccc(NC(=O)Cn2nnc(-c3ccccc3F)n2)cc1Cl	1	-25%	-23%	-7%	-2.0	?	12%	-3	1
NC(Cc1ccc(C(F)(F)F)cc1)c1csc(NC(=O)Nc2ccccc2Oc2ccccc2)n1 (stereo not given)	22	11µM*	?	-4%	-0.7	-20%	-6%	11	-50*
Cc1ccc2[nH]c(=O)c3cc(C(=O)N4CCN(c5ccccc5F)CC4)sc3c2c1	·	-3%	14%	·	·	-2%	·	6	·
Cc1ccc(CSc2sc(C(=O)c3ccccc3)c(N)c2C#N)cc1	-8	-3%	-8%	-20%	1.1	1%	-31%	-6	1
COc1cccc(CSc2nc3nc(C)cc(C)n3n2)c1	-8	0%	105%[activator]	-15%	-1.3	17%	1%	1	1
COc1cc(-c2nnc(COC(=O)c3nn(CC(C)C)c(=O)c4ccccc34)o2)cc(OC)c1OC	43	3%	18%	-2%	-0.6	19%	-17%	56*	-5
Cc1cc(=O)c2n(Cc3ccccc3Cl)nc[n+]2[nH]1	6	3%	49%[activator]	0%	0.1	-12%	6%	1	0
CCOC(=O)C(NC(C)=O)(Nc1ccc(F)cc1)C(F)(F)F (stereo not given)	-8	71%	1%	-8%	-2.0	-7%	-29%[57.1 µM]	-10	2
Cc1ccc(-c2nn(-c3ccccc3)cc2CN(Cc2ccccc2)C(=O)CCC(=O)O)o1	6	-29%	7%	?	-1.9	0%	-9%	0	·
COc1cc(C(=O)OCC(=O)NC(=O)C2CCCCC2)ccc1OC(F)F	12	6%	-3%	2%	-3.1	-2%	0%	-1	3

4 compounds already listed, ordered by heavy-atom count, smallest number first.
SMILES	D3 antag	HEK293 tox	GLP-1R inv ag	PLK1 PBD block	IL2 activator	GLP1R ag	WRN helicase inh	D3 ag	PI5P4Ka inh
Cc1cc(=O)c2n(Cc3ccccc3Cl)nc[n+]2[nH]1	6	3%	49%[activator]	0%	0.1	-12%	6%	1	0
O=C(CCC1CCCC1)NNC(=O)COc1ccc(Br)cc1	6	3%	?	2%	1.1	-3%	2%	3	2
COc1ccc(NC(=O)Cn2nnc(-c3ccccc3F)n2)cc1Cl	1	-25%	-23%	-7%	-2.0	?	12%	-3	1
COc1ccccc1CN1CCNC(=O)C1CC(=O)NCc1c(C)n[nH]c1C (stereo not given)	-6	2%	4%	?	-0.4	0%	-27%	4	-9

Additional compounds follow.
SMILES	D3 antag	HEK293 tox	GLP-1R inv ag	PLK1 PBD block	IL2 activator	GLP1R ag	WRN helicase inh	D3 ag	PI5P4Ka inh
COc1cc(/C=N/NC(=O)c2cc(-c3c(C)nn(-c4ccccc4)c3C)n[nH]2)ccc1O	20	-8%	83%[activator]	0%	1.0	?	?	12	-17
COc1ccc(OCCCC(=O)Nc2ccc3c(c2)OCO3)cc1	-15	2%	-6%	-4%	-1.7	5%	2%	-2	·
Cc1ccc(OCC(=O)Nc2ccc(S(=O)(=O)Nc3cc(C)nc(C)n3)cc2)c(C)c1	2	-4%	23%	-3%	-0.8	2%	-7%	12	2
CS(=O)(=O)c1ccc(Cl)c(NC(=O)CNC(=O)c2ccc3c(c2)OCO3)c1	5	3%	15%	-5%	0.6	5%	-4%	-12	-2
O=C(Cn1nnc2ccccc2c1=O)N1CCOCC1	5	-4%	0%	-4%	0.5	3%	-2%	3	4
O=c1c2ccc([N+](=O)[O-])cc2ncn1CCOc1ccccc1	22	14%	-7%	-24%	-2.9	19%	-2%[11.6 µM]	23	9
COc1ccc(OC)c(CNC(=O)C2CCN(C(=O)N(C)C)CC2)c1	-11	2%	3%	-11%	-2.0	1%	-9%	4	·
Cc1c(C(=O)/C=C/N(C)C)nnn1-c1ccc(Cl)c(Cl)c1	-18	4%	-22%	-14%	-0.1	-7%	-7%	4	-15

High-throughput results as filed in PubChem.
